12-LOX inh: inhibitors of human 12S-lipoxygenase ALOX12; P18054; purified 12hLO, xylenol orange hydroperoxide absorbance; Potency, µM (highest dose often 108 µM), inactives show top-dose activity change, negative = inhibition, actives largely listed as inhibitors; hit rate 1.1% among 580,000; further: potency means the concentration at half of the fitted maximal effect; on the % scale 0 is the no-effect control and ±100 the full control effect
Target sequence (P18054 whole entry, looked up): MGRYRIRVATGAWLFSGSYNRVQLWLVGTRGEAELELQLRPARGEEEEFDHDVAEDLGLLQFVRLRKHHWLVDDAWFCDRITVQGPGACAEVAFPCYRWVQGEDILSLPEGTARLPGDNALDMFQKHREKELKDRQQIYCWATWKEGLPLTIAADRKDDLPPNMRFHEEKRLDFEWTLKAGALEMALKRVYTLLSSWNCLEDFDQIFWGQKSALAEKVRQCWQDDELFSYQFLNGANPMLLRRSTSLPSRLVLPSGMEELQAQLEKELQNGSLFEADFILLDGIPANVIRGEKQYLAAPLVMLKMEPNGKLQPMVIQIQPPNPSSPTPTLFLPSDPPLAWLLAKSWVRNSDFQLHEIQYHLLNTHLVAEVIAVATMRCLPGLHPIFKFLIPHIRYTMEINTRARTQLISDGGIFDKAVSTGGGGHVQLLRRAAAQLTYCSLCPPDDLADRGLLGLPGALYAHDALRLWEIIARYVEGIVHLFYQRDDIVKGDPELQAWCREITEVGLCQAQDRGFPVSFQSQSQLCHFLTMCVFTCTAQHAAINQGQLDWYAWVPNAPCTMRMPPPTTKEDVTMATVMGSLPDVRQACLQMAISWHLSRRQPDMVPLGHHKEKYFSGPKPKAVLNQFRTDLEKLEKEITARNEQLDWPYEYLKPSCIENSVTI
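Purified human 12hLO (150 nM final) in 25 mM Hepes, 0.01% Triton X-100, pH 7.0 was preincubated 15 min at room temperature with compound. Then 40 uM arachidonic acid was added, 30 min. Hydroperoxide was read by Fe-XO absorbance ratio 573/405 nm.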
D2 agonist: agonists of human D2 dopamine receptor; activation, % at 2 µM; P14416; hit rate 0.53% among 340,000; HEK293 T-REx D2 cells, calcium flux agonist mode;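 active means activation over 3 SD above normal in the single-dose calcium agonist read, cut at about 30% in these data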; further: 0% is about no effect
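Tetracycline-induced HEK293 Trex cells with D2 receptor force-coupled to calcium signaling, plated overnight at 30 C and loaded with no-wash calcium dye. Calcium flux read kinetically for 180 s after compound addition; responses flag agonists.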
GRP78 ERSR act: ER stress response induction in glioma; hit rate 0.02% among 420,000; U87-MG GRP78 promoter luciferase reporter, 16 h; Potency, µM, without a hit: at the highest dose activation, actives largely listed as activators; further: potency means the concentration at half of the fitted maximal effect; series mostly up to about 76 µM; % of control where 0% means no effect; nearly all actives have a fitted effect of over 35% in size
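ERSR induction read as luciferase luminescence (Bright-Glo, 10 min at room temperature) in stably transfected human U87-MG glioma cells exposed to compounds for 16 h, using GRP78 as sensor.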
D2 antagonist: antagonizes the human D2 dopamine receptor; inhibition, % at 10 µM; AID 485344; HEK293 TREx D2 cells, calcium flux, dopamine EC80; P14416; hit rate 2% among 340,000; in the data active means inhibition above about 30%; further: 0% is about no effect
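Read-out: kinetic calcium fluorescence (1 cycle/s) in inducible HEK293 T-REx D2 cells after an EC80 dopamine addition that followed 180 s compound preincubation. Loss of the dopamine response indicates antagonism.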
Vif-A3G inh: inhibitors of Vif-APOBEC3G interaction. Q9HC16. HeLa A3G-eYFP + Vif (tagged APOBEC3G with the HIV-1 protein that degrades it), YFP fluorescence, overnight. Potency, µM (doses to about 46.1 µM), for the others: at the top dose activity, negative = active, most hits filed as inhibitors. hit rate 0.076% among 410,000;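 further: potency means the concentration at half of the fitted maximal effect; on the % scale 0 is the no-effect control and ±100 the full control effect; nearly all actives have a fitted effect of over 60% in size; hits raise eYFP signal because A3G escapes Vif-driven loss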
Target sequence (Q9HC16 whole entry, looked up): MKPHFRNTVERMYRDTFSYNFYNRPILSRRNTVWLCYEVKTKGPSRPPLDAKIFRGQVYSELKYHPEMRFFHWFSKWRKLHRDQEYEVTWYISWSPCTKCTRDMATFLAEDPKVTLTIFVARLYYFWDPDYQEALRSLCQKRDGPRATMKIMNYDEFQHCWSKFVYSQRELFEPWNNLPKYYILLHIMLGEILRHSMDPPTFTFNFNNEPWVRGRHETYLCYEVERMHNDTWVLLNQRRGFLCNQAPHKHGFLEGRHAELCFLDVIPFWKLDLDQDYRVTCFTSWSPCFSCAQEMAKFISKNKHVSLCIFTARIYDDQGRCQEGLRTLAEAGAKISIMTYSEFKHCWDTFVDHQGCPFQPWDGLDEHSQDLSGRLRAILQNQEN
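HeLa cells stably expressing Vif and C-terminally eYFP-tagged A3G, seeded overnight at 37 deg C, then exposed to compound by pintool overnight at 37 deg C. Rise in yellow fluorescence (Ex 488/Em 500-530, Acumen) marks blocked Vif-driven A3G degradation.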
LDHA block: LDHA (human) enzyme inhibition | AID 1347041 | hit rate 0.15% among 480,000 | P00338 | activity change, % (values are at about 110 or 230 µM) | purified LDHA, NADH/diaphorase-resazurin fluorescence; hits give low values; in the data active means activity change below about -30%; inconclusive means mostly about -25% to -30%;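 further: plate controls were DMSO wells for no effect and wells without enzyme for full effect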
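Human LDH5 at 2 nM final in Tris HCl pH 7.4 with 0.06 mM NADH and 0.2 mM pyruvate, reacted 5 minutes at room temperature. Remaining NADH coupled via diaphorase/resazurin; resorufin fluorescence read at 0 and 20 minutes, normalized to enzyme-free and DMSO wells.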
Vif-APOBEC3F blk: blocks the Vif interaction with APOBEC3F; AID 602313; hit rate 0.2% among 390,000; HeLa A3F-eYFP + Vif (tagged APOBEC3F with the HIV-1 protein that degrades it), YFP fluorescence increase; Potency, µM (series often up to 46.1 µM), for the others: at the top dose activity, negative = active; further: potency means the concentration at half of the fitted maximal effect; % of control where 0% means no effect; nearly all actives have a fitted effect of over 65% in size
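Fluorescence increase (Ex 488/Em 500-530) after overnight compound treatment at 37 deg C flags inhibition of Vif-driven A3F-eYFP loss in stable HeLa A3F-eYFP/Vif cells seeded overnight beforehand.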
ERG Ets-DNA blk: ERG Ets/DNA interaction inhibition; hit rate 0.028% among 370,000; fluorescence polarization, His-ERG Ets domain / labelled DNA; Potency, µM (doses to about 76.9 µM), without a hit: at the highest dose FP activity, negative = inhibition, most hits filed as inhibitors; active means well fitted inhibition curve with a large enough effect in the polarisation, with a control signal flat; inconclusive means small, poorly fitted or top-dose-only effect, or effect the other way, or a change in a side signal; inactive means no such curve, though single readings can be large or run the other way; the % refers to the polarisation;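 further: polarization taken with two DNA probes labelled with fluorescein and Texas red; potency means the concentration at half of the fitted maximal effect; % of control where 0% means no effect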
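His-tagged ERG Ets domain (1 uM in the protein solution; 300mM KCl, 50mM Tris-HCl, 1mM EDTA, 1mM DTT, pH 7.5) received compound, then a probe mix of 5 nM fluorescein-DNA and 100nM Texas-615-DNA. Fluorescence polarization was read for both dyes.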
RGS4 inhibitor: human RGS4 inhibition. P49798. Transcreener GDP fluorescence polarization, RGS4-accelerated GTP hydrolysis. Potency, µM (top dose mostly 114 µM), for inactives: at the highest dose activity change, negative = inhibition, actives largely listed as inhibitors. hit rate 0.039% among 390,000. AID 504845; further: potency means the concentration at half of the fitted maximal effect; on the % scale 0 is the no-effect control and ±100 the full control effect; nearly all actives have a fitted effect of over 75% in size; some results filed as inactive show a strong effect at the top dose
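MLSMR compounds (23 nl, pin-transferred) preincubated 10 min at room temperature with a 500nM (2x) first reagent, then RGS4 at 900nM (2x) plus Transcreener GDP mix added; fluorescence polarization (620/688 nm) read before and after 90 min at 30 °C.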
Numbers without * were called inactive; ? = inconclusive; . = not tested or not shown; & = joins results of further samples; [ ] = another dose, or the depositor's remark. Unless noted, the call rests on the fitted dose curve; in most records, active means well fitted curve in the direction sought with a large enough effect; inconclusive means small, poorly fitted or top-dose-only effect, or another doubt; inactive means no such curve, though single readings can be large; an effect the other way counts as inactive or inconclusive. The list is partial (hit frequency here may not be typical).

SMILES,12-LOX inh,D2 agonist,GRP78 ERSR act,D2 antagonist,Vif-A3G inh,LDHA block,Vif-APOBEC3F blk,ERG Ets-DNA blk,RGS4 inhibitor
CCCCC1=CC2=CC(=O)C(C)(OC(=O)CC)C(=O)C2=CN1C(CO)CO (centres undefined),17%,-0.1,-2%,-25,-3%,1,3%,-11%,-12%
O=C(CCN1C(=O)C2C3CCC(C3)C2C1=O)OCC(=O)c1ccccc1 (centres undefined),15%,0.3,-3%,2,5%,-2,2%,-12%,-5%
COc1ccc(S(=O)(=O)N2CCCC(c3cc(C(=O)NCc4cccnc4)no3)C2)cc1 (centres undefined),8%,.,-2%,.,-2%,-4,.,.,.
CCN(CC)C(=O)C(=O)c1cccn1-c1c(Cl)cccc1C#N,-8%,1.3,1%,-3,-1%,12,-6%,2%,8%
Cc1ccc(N2C(=O)c3ccccc3C2Nc2ccc(S(=O)(=O)N3CCOCC3)cc2)nc1 (centres undefined),43%[activator],0.1,-4%,20,-6%,-12,1%,-6%,-7%
O=C(COc1ccc(Br)cc1)Nc1cc(S(=O)(=O)N2CCCCC2)ccc1N1CCCCC1,2%,0.2,-4%,-8,0%,-13,13%,3%,-17%
CCOC(=O)CNc1nc(C#N)nc(N2CCOCC2)n1,0%,21,-3%&-2%,3,3%&-13%,-2&-11,4%,0%,-13%&30%
CCOC(=O)c1c(C)[nH]c(C(=O)CN(C)CC(=O)Nc2ccccc2Cl)c1C,0%,-1.1,-4%,-50,-15%,-7,6%,2%,2%
CCc1nc2ccc(C(=O)N3CCN(C(=O)c4ccco4)CC3)cn2c1N(C)C(=O)C1CCCCC1,1%,.,2%,.,0%,-9,.,.,.
COC(=O)c1cn(NC(=O)c2ccc(OC)c([N+](=O)[O-])c2)c(=O)c2ccccc12,0%,-0.3,-4%,3,-8%,-9,5%,-8%,-20%
COc1cccc(-c2c(C(=O)N/N=C(\C)c3ccc(Cl)s3)nnn2-c2nonc2N)c1,9%,-0.1,-6%,6,2%,1,2%,-1%,-34%
Cc1nn(-c2ccc(F)cc2)c(C)c1CN1CCN(CCc2ccccc2)C(CCO)C1 (centres undefined),10%,0.5,0%,17,0%,-5,-6%,-1%,-14%
CC1Sc2ccc(S(=O)(=O)NCCc3ccc(Cl)cc3)cc2NC1=O (centres undefined),-27%,0.2,-5%,-12,3%,2,-7%,-5%,27%
COC(=O)CN1C(=S)N(c2ccccc2)C(=O)C1CC(=O)Nc1ccc(Cl)cc1 (centres undefined),?,-0.5,-4%,-7,-2%,1,1%,.,-14%
COC(=O)[C@@]1(C)[C@H]2C(=O)N(Cc3ccccc3)C(=O)[C@H]2[C@H]2CN=C(SCC(=O)c3ccccc3)N21,-1%,.,1%,.,5%,3,0%,-1%,?

Other records.
SMILES,12-LOX inh,D2 agonist,GRP78 ERSR act,D2 antagonist,Vif-A3G inh,LDHA block,Vif-APOBEC3F blk,ERG Ets-DNA blk,RGS4 inhibitor
O=C(OCn1nnc2ccccc2c1=O)c1cn(-c2ccccc2)nc1-c1cccnc1,0%,-1.1,-7%,23,-18%,-3,4%,-4%,-21%[11.4 µM]
O=C(CSc1nc(-c2ccccc2F)nc2cc(=O)[nH]n12)Nc1cccc(C(F)(F)F)c1,-21%,0.6,-2%,.,2%,-2,1%,9%,2%
S=c1nc[nH]c2c1cnn2Cc1ccccc1,?,-0.1,-1%,-24,1%,-9,1%,-4%,-17%
CC1(C)Cc2c(sc3nnn(CC(=O)Nc4ccccc4)c(=O)c23)CO1,48%[activator],0.3,-2%,-4,0%,-2,-10%,7%,-18%
CCOC(=O)N1CCN(c2c(N3CCN(c4ccccn4)CC3)c(=O)c2=O)CC1,11%,-0.1,-7%,9,0%,-6,-2%,-3%,-6%
COC(=O)C1=C(C(=O)OC)[C@@H]2N(Cc3ccccc3)c3ccccc3[C@@]23C[C@@H](C(=O)OC)N(C(=O)c2cc(C)oc2C)C3=N1,?,.,-7%,.,-3%,-1,4%,3%,-23%
CC1CCc2sc(C(=O)NNC(=S)NC3CC3)cc2C1 (centres undefined),405%[activator],-0.7,2%,1,-8%,0,2%,12%,-5%
CCC(=NC1CC(C)(C)NC(C)(C)C1)C1=C(O)CC(C)(C)CC1=O,-10%,-0.7,-4%,-1,-5%,-4,4%,-8%,?
CCc1cc(C(=O)N(Cc2ccccc2)c2c(N)n(CCOC)c(=O)[nH]c2=O)sc1C,-22%,-0.1,-3%,7,1%,3,-1%,17%,-31%
COc1ccc(Cl)cc1S(=O)(=O)NC(C)C(=O)NCc1ccncc1 (centres undefined),2%,2.3,-3%,12,-1%,-5,0%,1%,4%
CC(C)[C@H](Nc1nc(-c2ccccc2)nc2c1oc1ccccc12)C(=O)O,5%,0.3,2%,-1,-2%,-13,0%,3%,-19%
Cc1cccc(OCC(=O)O/N=C(\N)c2ccncc2)c1,13%,0.3,5%,6,0%,-6,8%,1%,7%
CC(C(=O)NCC1CCCCC1)N1CCN(S(=O)(=O)c2cccs2)CC1 (centres undefined),15%,.,-5%,.,-7%,-5,1%,16%,1%
CN(C)S(=O)(=O)c1ccc2oc(SCC(=O)Nc3ccccc3F)nc2c1,6%,0.8,10%,6,-1%,-7,-3%,-7%,39%
Cc1ccccc1S(=O)(=O)Cc1ccc(C(=O)N2CC(C)CC(C)C2)o1 (centres undefined),6%,1.9,-2%,-7,0%,-2,-3%,-3%,-13%

The list continues:
SMILES,12-LOX inh,D2 agonist,GRP78 ERSR act,D2 antagonist,Vif-A3G inh,LDHA block,Vif-APOBEC3F blk,ERG Ets-DNA blk,RGS4 inhibitor
COC(C)(C)[C@]12CC(O)(C(C)C)ON1[C@H]1CCCCC1N2O (some centres undefined),5%,-0.1,-4%,8,3%,0,1%,-9%,17%
Cc1c(C(=O)N2CCCCC2)c(S(=O)(=O)N(C)Cc2ccco2)c(C)n1C,-4%,0.1,-3%,14,1%,1,-1%,10%,-1%[11.4 µM]
COc1ccc(OCC(=O)OCc2cc(=O)n3cc(C)sc3n2)cc1,10%&-22%,-0.3,-2%,.,1%,7&-6,-1%,-2%,11%
NC(=O)C1CCN(C(=O)c2cc(-c3ccc(Cl)s3)nc3ccccc23)CC1,164%[activator],.,2%,.,-8%,1,2%,6%,12%
Cc1cnc(NS(=O)(=O)c2ccc(Cl)cc2)c(Br)c1,4%,-2.4,-5%,-2,1%,-1,0%,-5%,-52%
O=C(OCc1nnc(-c2ccc(Cl)cc2)o1)c1ccc(=O)n(Cc2ccccc2)n1,-5%,-0.3,2%,-18,-7%,-7,2%,8%,-11%
COc1ccc(/C=C(/NC(=O)c2ccco2)C(=O)N2CCCCCC2)cc1OC,8%,0.5,-2%,-26,-3%,-8,-3%,0%,31%
CC(C)(CC(=O)O)CC(=O)N1CCN(c2cc(C(F)(F)F)nc3ccccc23)CC1,.,0.1,-3%,10,-9%,-12,0%,9%,4%
N#Cc1c(N2CCN(c3ccc([N+](=O)[O-])cc3)CC2)[n+](=O)c2ccc(Cl)cc2n1[O-],-8%,.,-3%,.,-8%,10,-17%,.,-21%
Cc1ccc(NS(=O)(=O)c2ccc(NC(=O)c3ccccc3C(=O)O)cc2)c(C)c1,-5%,.,1%,.,-1%,-1,-8%,-2%,6%
Cc1c(NC2=C(Cl)C(=O)N(c3ccccc3)C2=O)c(=O)n(-c2ccccc2)n1C,-26%,1.1,-2%,38*,-1%,5,-6%,6%,-26%
O=c1[nH]c(=O)n(C2OC(CO)C(O)C2O)c2c1CCCC2 (centres undefined),-10%,.,-3%,.,-2%,-3,.,.,.
COC(=O)COc1c(Cl)cc(Cl)c2ccc(C)nc12,-1%,-0.6,-2%,4,6%,0,-1%,-2%,37%
O=C(CN1CCOCCOCCOCC1)Nc1ccccc1,7%,0.0,-2%,13,0%,-5,-3%,.,0%
O=C(CSc1nnc(-c2ccncc2)n1-c1ccccc1)NC1CC1,?,1.3,-6%,6,2%,-6,0%,-10%,-1%

(continued)
SMILES,12-LOX inh,D2 agonist,GRP78 ERSR act,D2 antagonist,Vif-A3G inh,LDHA block,Vif-APOBEC3F blk,ERG Ets-DNA blk,RGS4 inhibitor
CCNC(=O)Cn1c(-c2cccs2)cc2ccccc21,-2%,0.4,-5%,.,3%,-8,0%,-4%,13%
CCc1cc(C(=O)OC)c(NC(=O)CN2CCN(C(=O)C3CCCO3)CC2)s1 (centres undefined),-5%,-0.2,-5%,-9,2%,1,1%,?,-27%
O=[N+]([O-])c1cccc(S(=O)(=O)[N-]c2nc3ccccc3nc2-n2cc[n+](Cc3ccccc3)c2)c1,0%,-0.1,-5%,-4,-1%,-3,-12%,4%,-37%
CCCCCc1nn2cc(-c3ccccc3)nc2s1,-8%,-0.6,-4%,.,3%,-7,5%,0%,-15%
O=C(CCc1ccccc1F)N1CCN(c2ccc(C(F)(F)F)cn2)CC1,-15%,0.4,-1%,-7,0%,2,2%,7%,-9%
O=c1[nH]n(-c2ncnc3c2cnn3-c2ccccc2)c(=O)c2ccccc12,0%,-0.2,-3%,0,4%,-4,5%,-5%,6%
COc1ccc(CNC(=O)c2cc3c(=O)n4ccccc4nc3n(Cc3cccnc3)c2=N)cc1,5%,0.3,0%,-15,-1%,3,-28%,-8%,0%
Cc1ccc(C)c(S(=O)(=O)N2CCN(c3ncnc4sccc34)CC2)c1,0%,.,-5%,.,0%,-5,1%,6%,17%

Assay outcomes: PubChem, National Center for Advancing Translational Sciences (NCATS)
